# PfHsp90 yeast 2 – reduces growth (ATP signal) of yeast expressing P. falciparum Hsp90; AID 504621; hit rate 0.32% among 310,000; inhibition, % at 9.4 µM; S. cerevisiae expressing PfHsp90, BacTiter-Glo ATP, 48 h; yeast lacking PDR1 and PDR3 efflux regulators;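 active = every replicate shows inhibition above about 80%, whatever the replicate mean, limit read from the data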;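 also: 0% = DMSO neutral controls and 100% = 20 µM radicicol positive controls; yeast relying on Plasmodium falciparum Hsp90 in place of its own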
# Arrestin-AP2 inh – blocks beta-arrestin peptide binding to AP2 adaptin; FITC-arrestin peptide / GST-AP2 beads, flow cytometry; AP2 beta2 appendage carries R879A mutation; inhibition, % at 10 µM; hit rate 0.31% among 340,000;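 active = inhibition above a set limit, near 3 SD of compounds lacking own fluorescence, cut at about 54% in these data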;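 also: plate controls were DMSO wells for no effect and 5 µM unlabelled arrestin peptide for full effect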
#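 System: GST-AP2 R879A glutathione beads. Medium: PBS with 0.05% Tween 20 and 0.1% BSA. Also added: FITC-arrestin peptide, 50 nM. Incubation: 12 min plus 1 h, RT. Measured by: high-throughput flow cytometry of beads, ex 488, em 535 nm. Evaluation: percent drop in bead-associated FITC signal.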
# OPRM1-OPRD1 inv – inverse agonist of human OPRM1-OPRD1 heterodimerization; P35372+P41143; cell-based MOR-DOR heterodimer luminescence, inverse agonism; inhibition, % at 9.3 µM; hit rate 0.21% among 340,000; AID 504357; in the data active = inhibition above about 22%, passing the limit was not always enough;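 also: 0% = cells with DMSO and 100% = wells without cells with DMSO; values of inactives mirror those of a sister screen read the other way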
# AddAB inh – less growth of phage-infected E. coli with AddAB; hit rate 0.29% among 330,000; AID 435030; E. coli expressing H. pylori AddAB, absorbance growth; inhibition, % at 11.9 µM; in the data active = inhibition above about 12%;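 also: 0% = vehicle wells of infected cells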
# Ecoli viability – bacterial growth inhibition, counter-screen for AddAB inhibitors. E. coli V3065 growth, OD600 absorbance, 18 h. inhibition, % at 11.9 µM. hit rate 0.27% among 330,000. AID 449728;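 active = inhibition above the campaign's mean inhibition across all tested compounds plus 3 SD, cut at about 9.9% in these data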;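 also: uninfected addAB+ strain grown without phage in ampicillin broth; 0% = DMSO wells and 100% = ciprofloxacin 0.95 µg/ml wells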
# DSG3 Ab inh – inhibitors of pemphigus antibody binding to human desmoglein-3; DSG3-coupled beads, scFv-anti-DSG3-GFP binding, flow cytometry; hits give low values; binding (percent of control), % at 10 µM; hit rate 0.48% among 310,000;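 active = binding more than 3 SD below its plate's average and above zero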;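 also: hits lower antibody fragment binding to DSG3; some compounds called inactive have numbers as strong as hits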
# Target sequence (P32926 whole entry, looked up, the tested form may be a part): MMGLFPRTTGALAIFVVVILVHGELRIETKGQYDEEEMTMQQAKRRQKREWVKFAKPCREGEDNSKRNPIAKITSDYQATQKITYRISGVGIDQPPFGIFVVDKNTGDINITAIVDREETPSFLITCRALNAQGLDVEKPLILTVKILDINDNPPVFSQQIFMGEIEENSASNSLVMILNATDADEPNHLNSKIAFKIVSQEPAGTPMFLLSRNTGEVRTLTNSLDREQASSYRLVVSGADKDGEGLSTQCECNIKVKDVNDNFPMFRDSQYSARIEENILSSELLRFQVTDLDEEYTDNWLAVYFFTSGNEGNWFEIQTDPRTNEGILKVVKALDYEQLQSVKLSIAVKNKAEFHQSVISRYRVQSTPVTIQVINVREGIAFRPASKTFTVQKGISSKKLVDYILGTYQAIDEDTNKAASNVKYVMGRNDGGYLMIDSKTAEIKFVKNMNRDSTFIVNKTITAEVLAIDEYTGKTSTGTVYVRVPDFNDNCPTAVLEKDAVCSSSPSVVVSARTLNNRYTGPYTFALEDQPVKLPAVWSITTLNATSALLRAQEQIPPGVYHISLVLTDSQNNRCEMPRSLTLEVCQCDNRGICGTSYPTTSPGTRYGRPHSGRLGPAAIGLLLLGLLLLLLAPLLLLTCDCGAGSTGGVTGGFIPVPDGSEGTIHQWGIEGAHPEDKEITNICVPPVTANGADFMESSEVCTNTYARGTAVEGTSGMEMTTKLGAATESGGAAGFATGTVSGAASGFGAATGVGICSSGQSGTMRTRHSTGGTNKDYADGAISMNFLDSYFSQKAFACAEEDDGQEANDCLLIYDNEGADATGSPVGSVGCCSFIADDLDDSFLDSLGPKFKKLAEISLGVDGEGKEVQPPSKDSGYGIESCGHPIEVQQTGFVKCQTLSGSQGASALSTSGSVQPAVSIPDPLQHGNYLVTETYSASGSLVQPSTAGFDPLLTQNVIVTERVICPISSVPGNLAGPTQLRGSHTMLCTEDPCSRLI
# PKA-R1A activ – activates the PKA-R1A holoenzyme complex; P00514+P68181; activation, % at 11.4 µM; hit rate 0.083% among 340,000; PKA-R1A dissociation, Cy5-IP20 fluorescence polarization; scaled: DMSO 0%, 113 µM cGMP 100%; AID 504707;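 active = percent activation above the mean of all tested compounds plus 3 SD, cut at about 19% in these data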;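 also: higher means more PKAc released from R1A so a rise in polarization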
# MOR-DOR ag – OPRM1-OPRD1 heterodimerization agonism. P35372+P41143. cells, luminescence. activation, % at 9.3 µM. hit rate 0.3% among 340,000. AID 504326; in the data active = activation above about 18%;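 also: 0% = vehicle-treated cells and 100% = reference agonist; values of inactives mirror those of a sister screen read the other way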
# Tat transport – blocks Tat-dependent protein export in E. coli. inhibition, % at 10 µM. hit rate 0.036% among 340,000. E. coli MC4100 TorA-mCherry Tat export, fluorescence;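 active = mean replicate inhibition at least 50% and at least half of replicates individually reaching 50%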;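 also: exported cargo escapes ClpAP degradation while cytoplasmic cargo is degraded and loses fluorescence; 0% = median of neutral control wells and 100% = median of NaSCN control wells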
# SUMO Mot1 rescue – inhibitors of SUMOylation pathway: yeast Mot1-301 growth rescue; growth rescue, % at 18.8 µM; hit rate 1% among 320,000; S. cerevisiae Mot1-301 growth rescue, ATP luminescence, 38.5C; percent above DMSO median, 100 means doubled;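 active = every valid replicate shows activation above 250% relative to neutral control wells; inactive = the rest, any valid replicate at or below 250%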;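 also: OY570 slx delta 5 strain wells were the positive control but not used for scaling; some compounds called inactive have numbers as strong as hits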
# phage Ecoli inh – E. coli growth loss with phage present; growth absorbance; inhibition, % at 11.9 µM; hit rate 0.26% among 360,000; AID 651602; in the data active = inhibition above about 11%
# Numbers without * were called inactive; · = no result given. Hits appear at their usual frequency; about 2.8% have a hit in one of these screens.
smiles,PfHsp90 yeast 2,Arrestin-AP2 inh,OPRM1-OPRD1 inv,AddAB inh,Ecoli viability,DSG3 Ab inh,PKA-R1A activ,MOR-DOR ag,Tat transport,SUMO Mot1 rescue,phage Ecoli inh
CCn1c(SCC(=O)N/N=C/c2ccccc2OCC(=O)O)nnc1-c1ccc(C)cc1,-29,-4,6,1.4,-0.6,110,-4,-1.1,-8,148,1.7
COc1c(S(=O)(=O)N2CCN(C)CC2)ccc(Cl)c1Cl,-11,13,12,3.3,3.2,125,-8,-2.5,-3,-9,3.4
CCCCCCCCN1[C@@H](CC(=O)OC)c2cc(C(F)(F)F)ccc2S1(=O)=O,·,8,-4,0.0,-0.1,95,0,0.7,7,5,3.4
Fc1cccc(Cl)c1CSc1ccc(-c2ccco2)nn1,·,10,-8,-0.5,-1.3,120,3,1.6,8,-13,1.7
CC(C)(C)C1=NN(C(=O)c2ccccc2)C(O)(C(C)(C)C)C1 (stereo unspecified),30,-1,-42,-1.0,1.8,79,-7,7.5,-4,17,2.7
CCOC(=O)C[N+]1(C)CCN(C(C)=O)CC1,14,-2,11,3.5,0.8,101,-3,-2.1,-18,-10,1.7
COCCn1c(SCC(=O)N2CCc3ccccc32)nc2c(c1=O)SC(C)C2 (stereo unspecified),-12,-4,3,-1.1,-0.9,102,0,-0.5,1,-9,2.4
Cc1ccc(-c2nnc(SC(C)C#N)n2N)cc1 (stereo unspecified),·,-2,9,1.0,-2.1,·,-3,-1.6,-3,·,2.4
CC(CC1CC(C)(C)OC1=O)C(=O)Nc1nncs1 (stereo unspecified),-8,-17,15,-0.6,-0.2,100,4,-2.9,-11,-7,1.2
Cc1cc(C)n(-c2nc(C)nc3c2cnn3-c2ccccc2)n1,4,3,6,5.9,-0.3,119,-4,-1.0,2,3,2.4
O=C(CSc1n[nH]c(-c2ccco2)n1)Nc1ccccc1,18,-15,-6,2.6,1.3,114,0,0.9,11,-14,2.2
O=C(O)c1cnn2c(C(F)F)cc(C3CC3)nc12,21,1,-13,3.9,-0.1,101,-6,2.2,-2,8,-0.5
Cc1cc(C)n(C(=O)CNC(=O)c2ccc(Cl)cc2Cl)n1,1,-8,10,-0.3,1.6,·,-5,-1.3,1,102,0.5
Cc1ccccc1OCC(=O)N/N=C/c1ccncc1,19,-8,2,1.4,-0.2,124,-8,-0.3,6,-7,0.1
Cc1cc(NC(=O)c2cc(Cl)ccc2Cl)no1,-30,-3,6,-0.9,-3.5,99,2,-1.1,1,3,-1.7
Cc1ccc(C)c(N2CCN(C(=O)c3ccc(N4CCCC4=O)cc3)CC2)c1,-10,-2,-4,-1.2,-0.9,114,-2,0.6,5,-1,·
Cc1ccc(CC2C(=O)N(c3ncccn3)C(=O)C2C)cc1 (stereo unspecified),22,-4,9,-1.7,-1.9,104,-4,-1.7,-5,0,2.4
c1ccc2c(c1)OCC(CNCC1COc3ccccc3O1)O2 (stereo unspecified),9,0,-3,1.1,1.8,116,-2,0.6,-3,217,0.2
Cc1ccccc1C1NC(=S)NC2=C1C(=O)CCC2 (stereo unspecified),·,48,8,-0.5,-0.9,118,7,-1.6,1,6,0.9
CCC(=O)Nc1ccc(C(=O)Cn2ncc(Cl)c(Cl)c2=O)cc1,-4,-15,13,1.6,2.4,86,-2,-2.6,-9,52,-0.3
CCCC(=O)Nc1nnc(-c2ccc3c(c2)OCO3)s1,-28,-1,12,6.8,-0.5,·,-1,-2.5,5,2,1.0
O=C(NCc1ccccc1)C1CCCN(c2nc3ccsc3c(=O)s2)C1 (stereo unspecified),4,6,20,1.0,2.6,97,-1,-3.8,9,-9,1.7
COc1cc2c(OC)cccc2cc1C(=O)O,-8,3,18,-2.0,-2.2,·,-6,-3.8,15,0,2.5
CCOC(=O)C1CCCN(Cc2nc(C3CC3)no2)C1 (stereo unspecified),16,-6,-9,3.0,-0.5,104,-6,1.6,3,-2,0.1
C=CCN(C(=O)c1csnn1)C(C(=O)NCc1ccc(F)cc1)c1ccccc1F (stereo unspecified),-4,-1,-10,1.4,-1.1,100,7,1.8,1,64,-1.4
COCCNC(=S)NNc1ccccc1[N+](=O)[O-],13,-2,0,2.2,-1.8,99,-9,0.1,-6,2,5.2
CC1CN(c2ccc([N+](=O)[O-])nc2)CC(C)O1 (stereo unspecified),12,-5,-1,-0.8,0.6,99,-9,0.2,1,·,1.4
CC(=NNC(N)=O)C1=C(O)C(C(C)C)NC1=O (stereo unspecified),3,16,13,·,·,·,10,-2.7,0,·,2.1
COc1cc(OC)cc(C(=O)OCC(=O)Nc2ccc(N3CCCCC3)cc2)c1,2,-7,-7,-3.8,-3.2,100,-3,1.2,-9,8,1.7
CC(=O)Nc1ccc(S(=O)(=O)NNC(=O)COc2cccc(C)c2)cc1,19,23,11,4.6,-2.6,97,-3,-2.1,-2,616,3.6
CCNS(=O)(=O)c1ccc(CCC(=O)Nc2ccc3c(c2)OCCO3)cc1,-19,4,7,1.9,1.0,95,-8,-1.6,1,-6,-0.2
CN(C)c1ccc(C2SCCN2C(=O)c2ccc([N+](=O)[O-])cc2)cc1 (stereo unspecified),-9,25,6,3.8,-1.2,·,-2,-1.1,-1,15,1.6
C=CCSc1cc(C)nc2c(-c3ccc(Cl)cc3)c(C)nn12,-8,-3,28*,-2.2,-2.2,64,-6,-5.3,-17,-4,1.9
Cn1cc(/C=C(\NC(=O)c2ccccc2Cl)C(=O)N2CCOCC2)c2ccccc21,-5,25,10,3.0,-2.9,101,12,-1.9,2,2,1.0
NC(=O)C1CCN(C(=O)CSCc2ccccc2Cl)CC1,-3,4,3,-2.5,0.2,80,0,-0.6,3,·,0.2
O=c1[nH]ncn2cccc12,8,4,17,5.1,0.5,103,-2,-3.1,0,-9,2.5
CCS(=O)(=O)Nc1ccc(C(=O)NCCSc2ccccc2)cc1,4,10,14,5.8,0.9,94,-7,-3.1,-6,2,4.5
COc1ccc2nc(C)cc(Nc3ccc(N4CCOCC4)cc3)c2c1,-7,25,-3,-0.9,-2.5,82,-9,0.4,-4,2,-0.3
Cc1ccccc1OCC(O)CN1CCN(CC(O)COc2ccccc2C)C(C)C1 (stereo unspecified),0,16,-14,-0.5,-2.5,92,8,2.9,16,159,-2.1
O=[N+]([O-])c1nn(-c2ccc(Cl)cc2)n(O)c1=NCc1cccnc1,1,6,3,1.5,0.1,85,0,-0.6,1,1,2.9
Oc1ccc(Br)cc1Cn1nnc2ccccc21,-7,39,5,3.9,0.8,103,-3,-0.9,-7,-9,1.3
O=C(c1ccc2c(c1)OCO2)N1CCN(c2ccc(F)cc2)CC1,-9,24,16,-0.2,1.0,103,-13,-3.3,-3,5,2.4
Cc1cccc(NC(=O)Nc2cc(C)on2)c1,-9,-1,14,5.3,4.8,97,-3,-2.6,1,4,3.6
COc1ccc(-n2nnnc2CNC(=O)c2ccc3c(c2)OCO3)cc1,·,-3,11,1.8,1.8,104,3,-2.0,0,49,0.7
CSCCC(NS(=O)(=O)c1ccccc1F)C(=O)NCc1ccncc1 (stereo unspecified),-10,-5,19,1.9,3.5,97,-6,-3.7,9,-4,1.0
O=C1CC(/C=C/c2ccc(Cl)cc2)=Nc2ccccc2N1,-24,-4,-16,2.7,-1.1,93,-5,3.1,22,568*,2.1
CC(=O)N1c2ccc(S(=O)(=O)NCCC(=O)Nc3ccc(C)c(Cl)c3)cc2CC1C (stereo unspecified),1,-4,5,0.2,0.8,95,1,-1.0,1,-4,1.4
COc1ccc(NS(=O)(=O)c2cccc(C(=O)N3CCN(S(=O)(=O)c4ccccc4)CC3)c2)cc1,-4,-8,-2,·,·,114,-2,0.5,-6,·,-1.0
Cc1ccc(OCCN2CCN(C(=O)CCC(=O)Nc3nnc(C)s3)CC2)cc1,-16,-8,11,3.9,-1.1,100,0,-1.9,-4,-15,1.2
COc1cccc(OCc2cc(/C=N/NC(=O)c3ccn[nH]3)ccc2OC)c1,10,2,12,1.7,-1.7,·,3,-2.2,2,-17,4.0
O=C(Nc1cccnc1)C1CCCN(S(=O)(=O)c2cccc3nsnc23)C1 (stereo unspecified),-19,2,5,0.6,0.1,98,3,-0.8,-13,12,3.7
Cc1ccc2c(c1)C=CC(C)N2C(=O)c1ccccc1 (stereo unspecified),43,-14,-22,4.0,2.1,102,3,4.9,1,-7,0.6
CN(C)/C=N/c1c(C#N)cnn1-c1nc2ccccc2s1,0,14,19,1.3,-3.0,98,-1,-3.3,-11,-8,2.0
COc1cccc(/C=C/C(=O)c2cccc([N+](=O)[O-])c2)c1,0,-13,0,-0.1,0.5,105,-15,0.0,-2,25,-0.6
COC(=O)c1ccc(C(NC(=O)OCc2ccccc2)/C(C)=C/[C@@H](C)C(=O)NCc2ccc(-c3ccccc3)cc2)cc1 (stereo partly specified),-22,-2,8,-2.4,-1.8,101,0,-1.3,2,32,·
CC(=O)O[C@H]1CC[C@@]2(C)C(=CC[C@H]3[C@@H]4CC[C@H](C5(C)OCCO5)[C@@]4(C)CC[C@@H]32)C1,-1,-1,12,-1.3,-1.9,102,-1,-2.1,-9,12,·

# Further results follow.
smiles,PfHsp90 yeast 2,Arrestin-AP2 inh,OPRM1-OPRD1 inv,AddAB inh,Ecoli viability,DSG3 Ab inh,PKA-R1A activ,MOR-DOR ag,Tat transport,SUMO Mot1 rescue,phage Ecoli inh
CCN(CC)CCCn1c(=S)[nH]c2ncccc2c1=O,6,29,8,0.5,-2.1,92,-1,-1.6,0,10,2.2
Cc1ccc(S(=O)(=O)N2CCOCC2)cc1NC(=O)COC(=O)C1COc2ccccc2O1 (stereo unspecified),-6,8,-5,1.2,-2.5,100,-12,0.9,-2,37,2.7
CC(C)(C)CC(C)(C)NC(=S)Nc1ccc(S(=O)(=O)N2CCOCC2)cc1,-43,3,-19,0.0,0.2,103,-19,2.8,3,-9,2.1
Cc1cc(=O)[nH]c(SCCOc2cccc(C(F)(F)F)c2)n1,11,-7,-9,2.9,-0.3,119,7,1.5,6,162,2.0
O=C(Nc1ccc(Oc2cccnc2)cc1)C1CCN(Cc2ccccc2F)CC1,3,3,3,·,·,96,4,-0.7,10,·,3.5

# Assay outcomes deposited in PubChem by several laboratories.
